# TRPC4 potent: positive allosteric modulators of TRPC4, primary screen, cell-based, mouse TRPC4beta, HEK293 mu-opioid, Fluo-4 calcium. DAMGO EC20, Fluo-4 Ca2+ flux; active compounds read high. B-score at 10 µM. hit rate 0.42% among 310,000;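 active = B-score of calcium response area above 5 SD of library B-scores, with initial fluorescence ratio within 5 SD of library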;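 also: B-score of integrated fluorescence ratio over time as area under calcium response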
# TRPC4 inh: inhibitors of mouse TRPC4 channel, primary screen, Fluo4 calcium, HEK293 TRPC4beta/mu-opioid cells; DAMGO-evoked Fluo4 calcium flux; active compounds read low; B-score at 10 µM; hit rate 0.39% among 300,000; AID 2247, 2010;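 active = B-score over 3 SD under the library average, no early fluorescence shift, positive overall ratio signal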
#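 Assay system: TRPC4beta/mu-opioid receptor HEK293 cell line; compound dosing: single concentration per test compound; detection: Fluo4 Ca2+ flux fluorescence; evaluation: per-well B score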
# MrgX1 agonist: agonists of human MrgX1 receptor, primary screen, HEK293 cells, Fluo-4 calcium flux; Mas-related G-protein coupled receptor member X1 (Homo sapiens), Q96LB2; Fluo-4 calcium fluorescence, agonist mode; active compounds read high; B-score at 10 µM; hit rate 0.44% among 310,000; AID 588627, 2011;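 active = calcium response B-score plate-corrected fluorescence ratio at least 3 library SD, with starting fluorescence B-score inside 5 SD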
# Target sequence (Q96LB2 whole entry, looked up): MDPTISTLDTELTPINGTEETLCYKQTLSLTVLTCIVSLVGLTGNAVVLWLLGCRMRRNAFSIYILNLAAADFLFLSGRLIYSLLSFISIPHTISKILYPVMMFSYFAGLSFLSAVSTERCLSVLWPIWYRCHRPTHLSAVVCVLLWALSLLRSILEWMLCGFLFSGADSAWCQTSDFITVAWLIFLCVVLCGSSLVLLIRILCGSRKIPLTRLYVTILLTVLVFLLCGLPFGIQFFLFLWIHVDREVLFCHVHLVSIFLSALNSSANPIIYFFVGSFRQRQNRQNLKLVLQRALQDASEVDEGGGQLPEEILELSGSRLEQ
#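 System – MrgX1-expressing HEK293 cells · Incubation – cells plated overnight, dye loaded 0.5 h 37 °C, 0.5 h room temperature · Technique – kinetic Fluo-4 NW fluorescence of intracellular calcium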
# MrgX1 antag: antagonists of human MrgX1 receptor, primary screen, HEK293 cells, Fluo-4 calcium flux; Mas-related G-protein coupled receptor member X1 (Homo sapiens), Q96LB2; BAM8-22 antagonism; active compounds read low; B-score at 10 µM; hit rate 1.3% among 310,000;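 active = calcium-response B-score plate-corrected more than 3 library SD below zero, starting fluorescence within 5 deviations, no agonist response on first addition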;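 also: peak minus trough fluorescence over baseline after final BAM8-22 challenge near maximal dose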
# TRPC6 inh: mouse TRPC6 channel inhibitors, primary screen, cell-based, HEK293, membrane potential dye; B-score at 10 µM; ACh-evoked depolarization; active compounds read low; AID 2553, 2010; hit rate 1.1% among 310,000; Short transient receptor potential channel 6 (Mus musculus), Q61143;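 active = B-score under library mean minus 3 SD, initial fluorescence not abnormally high, positive integrated signal ratio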;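 also: B-score derived from integrated fluorescence ratio over the kinetic read; more negative B-score means stronger inhibition of depolarization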
# MrgX1 PAM: positive allosteric modulators of MrgX1, primary screen, HEK293 cells, Fluo-4 calcium flux | Mas-related G-protein coupled receptor member X1 (Homo sapiens), Q96LB2 | hit rate 0.63% among 310,000 | B-score at 10 µM | FDSS; active compounds read high;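 active = plate-corrected calcium response at least 3 library SD above typical, normal starting fluorescence, not activating the receptor alone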;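 also: compound read alongside a low EC10 to EC30 dose of BAM8-22 agonist; peak minus trough fluorescence over baseline measured at the second addition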
# TRPC4 act: activators of mouse TRPC4 channel, primary screen, Fluo4 calcium, HEK293 TRPC4beta/mu-opioid cells; hit rate 0.49% among 310,000; Fluo4 calcium fluorescence; active compounds read high; B-score at 10 µM;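 active = B-score above 5 SD of library B-scores, and initial fluorescence ratio not above library mean plus 5 SD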;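 also: positive B-score marks a calcium rise read as TRPC4 activation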
#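 system = HEK293 cells stably co-expressing mouse TRPC4beta and mu-opioid receptor | schedule = Fluo4 dye loading 45 min at room temperature, 110 s recording | measure = B-scored integrated calcium fluorescence ratio | signal = Fluo4 calcium-sensitive dye fluorescence, kinetic, 1 Hz baseline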
# TRPC6 act: mouse TRPC6 channel activators, primary screen, cell-based, HEK293, membrane potential dye; Short transient receptor potential channel 6 (Mus musculus), Q61143; HEK293-TRPC6 membrane potential dye fluorescence; active compounds read high; B-score at 10 µM; hit rate 0.13% among 310,000; AID 2550, 2010;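 active = B-score of the integrated fluorescence ratio above library mean plus 3 SD, and starting fluorescence ratio within library mean plus 5 SD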;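 also: higher score means more depolarization so channel activation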
# AI-2 QS mod: Vibrio harveyi AI-2 quorum sensing modulators, primary screen, JMH597 strain, luminescence/OD600 ratio | Vibrio harveyi JMH597 AI-2 luminescence/OD600 ratio, 9 h; active compounds read low; strain lacks LuxN and CqsS sensors; 0 = neutral-control median | activity change, % at 7.5 µM | hit rate 0.4% among 300,000; in the data active = activity change below about -75%, passing the limit was not always enough;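 also: luminescence divided by OD600 gain over 9 h not by final OD600 alone; inactives centre near 13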
# PolyA inh: polyadenylation inhibitors in yeast reporter cells, primary screen, luminescence, S. cerevisiae; calls only at 12 µM; AID 1875, 2009; S. cerevisiae SKY197-pL101 polyadenylation reporter, beta-gal luminescence; efflux-impaired pdr1/pdr3 knockout yeast; score 100 = 6 SD above DMSO; hit rate 0.02% among 300,000;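 active = lowest replicate activity score at least 50, where 100 means six control SD above control mean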;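 also: yeast exposed to compound for 9 h at 30 °C; higher score means more reporter readthrough which indicates perturbed polyadenylation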
# HIF activator: HIF pathway transcriptional activators, primary screen, cell-based, U2OS HRE-luciferase, luminescence; activation, % at 7.5 µM (by protocol); hit rate 0.32% among 300,000; U2OS HRE-luciferase reporter; normalized: DMSO 0%, desferrioxamine 100%;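 active = mean activation of at least 10% of the iron chelator positive control signal, with at least half of replicates also reaching 10%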
# * = called active by the depositor; i = inactive; nt = not tested or not shown. Some of the compounds tested; count on the stated rates, not on these rows.
# Each structure is followed by: TRPC4 potent	TRPC4 inh	MrgX1 agonist	MrgX1 antag	TRPC6 inh	MrgX1 PAM	TRPC4 act	TRPC6 act	AI-2 QS mod	PolyA inh	HIF activator
CC1CN(C(=O)c2cc3c(=O)n4ccccc4nc3n2C)CC(C)O1 (stereo unspecified)
→ i	i	i	i	i	i	i	i	19	i	0.2
CCN(CC)c1ccc(NC(=O)c2cccc(C)c2)cc1S(=O)(=O)Nc1ccccc1OC
→ i	i	i	i	i	i	i	i	11	i	-0.9
O=C(Cn1ccc([N+](=O)[O-])n1)Nc1nccs1
→ i	i	i	i	i	i	i	i	11	i	-0.2
COc1ccc(OC)c(/C=N/NC(=O)c2cc[n+](Cc3ccccc3)cc2)c1
→ i	i	i	i	i	i	i	i	30	i	-42
C=CCN(C(=O)CSC1=NC(=O)CN1C(C)=O)c1nc(C)c(-c2ccccc2)s1
→ i	i	i	i	i	i	i	i	10	i	0.7
CCOc1ccc(NC(=O)NN2C(C)CCCC2C)cc1 (stereo unspecified)
→ i	i	i	i	i	i	i	i	2	i	-3.5
COc1ccc(C2=NS(=O)(=O)N(C)C(C(=O)NCc3ccccc3)=C2)cc1OC
→ i	i	i	i	i	i	i	i	15	i	-0.3
CN(CCc1ccccn1)Cc1ccc(Cl)c(Cl)c1
→ i	i	i	i	i	i	i	i	-18	i	-0.4
CCCCNC(=O)CCn1c(=O)c2cccn2c2ccc(F)cc21
→ i	i	i	i	i	i	i	i	27	i	-0.8
CC(C)CNC(=O)c1noc2c1CCCC2
→ i	i	i	i	i	i	i	i	5	i	0.8
CCn1c(CCC(=O)Nc2nc3c(s2)CCCC3)nc2cc(S(=O)(=O)N(C)C)ccc21
→ i	i	i	i	i	i	i	i	48	i	-1.2
O=C(CN1CCCC1)NC(c1ccccc1)c1ccccc1
→ i	i	i	i	i	i	i	i	3	i	-0.9
COc1ccc2oc(=O)c(C(=O)NC3CCCCCC3)cc2c1
→ i	i	i	i	i	i	i	i	11	i	9.9*
CC(=O)c1ccc(NC(=O)[C@@H]2CCCN2C(=O)OC(C)(C)C)cc1
→ i	i	i	i	i	i	i	i	7	i	2.6
c1ccc(-c2cc3c(ccc4nonc43)nn2)cc1
→ i	i	i	i	i	i	i	i	11	i	3.1
O=C(C(=O)N1CCN(c2ccccc2)CC1)c1cn(CC(=O)N2CCCCCC2)c2ccccc12
→ i	i	i	i	i	i	i	i	13	i	0.1
COc1ccc(CN(C)CC(=O)Nc2cc(OC)c([N+](=O)[O-])cc2C)c(OC)c1
→ i	i	i	i	i	i	i	i	31	i	-0.8
C=CCn1c(=NC(=O)c2ccc(S(=O)(=O)N3CCc4ccccc4C3)cc2)sc2cc(S(N)(=O)=O)ccc21
→ i	i	i	i	i	i	i	i	24	i	-5.2
C=CCCN(C(C(=O)OC)C(C)C)S(=O)(=O)c1ccccc1Br (stereo unspecified)
→ i	i	i	i	i	i	i	i	9	i	-0.2
CCOC(=O)/C(=C/C=C1\Sc2ccccc2N1CC)C(C)=O
→ i	i	i	i	i	i	i	i	7	i	0.7
CCOC(=O)CC(=O)CSc1nc(N)c(C#N)c(-c2ccc(Cl)cc2)c1C#N
→ i	i	i	i	i	i	i	i	-7	i	nt
Cc1ccc(SCCNC(=O)c2ccccc2)cc1
→ i	i	i	i	i	i	i	i	-34	i	-0.3
CN1CCN(CC(=O)Nc2c(C(=O)c3ccccc3)oc3ccccc23)CC1
→ i	i	i	i	i	i	i	i	1	i	0.0
NC(=O)Cc1nc(-c2ccc(Br)cc2)cs1
→ i	i	i	i	i	i	i	i	-4	i	0.6
O=c1c2ccccc2[nH]c2ccc(O)cc12
→ i	i	i	i	i	i	i	i	30	i	-0.2
CN(C)C1(CNCC(O)c2ccccc2)CCCCC1 (stereo unspecified)
→ i	i	i	i	i	i	i	i	3	i	-0.6
COc1ccccc1NC(=O)Cn1nnc(-c2ccccc2NC(=O)c2ccco2)n1
→ i	i	i	i	i	i	i	i	12	i	2.8
Cc1c(NC(=S)NC(=O)c2ccc(Br)o2)c(=O)n(-c2ccccc2)n1C
→ i	i	i	i	i	i	i	i	9	i	-0.2
CCn1ccc(C(=O)Oc2ccc(C(C)C)cc2)n1
→ i	i	i	i	i	i	i	i	-24	i	0.1
CC(C)Sc1nc2sccc2c(=O)n1-c1ccccc1
→ i	i	i	i	i	i	i	i	12	i	-0.4
COCCCNC(=O)c1ccccc1N(Cc1ccccc1)S(=O)(=O)c1ccc(OC)cc1
→ i	i	i	i	i	i	i	i	3	i	2.1
COc1ccc(OC)c(N(CC(=O)N2CCCC2)S(=O)(=O)c2ccccc2)c1
→ i	i	i	i	i	i	i	i	nt	i	-37
Clc1cccc(/C=N/Nc2ncnc3ccccc23)c1
→ i	i	i	i	i	i	i	i	9	i	5.1
O=C1C(=O)N(CCCN2CCOCC2)C(c2ccc(Cl)cc2)/C1=C(/O)c1ccc(F)cc1 (stereo unspecified)
→ i	i	i	i	i	i	i	i	10	i	-2.9
N#Cc1c(N)n(-c2cccc(O)c2)c2nc3ccccc3nc12
→ i	i	i	i	i	i	i	i	14	i	0.0
O=C(CCn1c(=O)c2sccc2n(Cc2cc(=O)n3ccccc3n2)c1=O)NCc1ccco1
→ i	i	i	i	i	i	i	i	15	i	0.0
COc1cc(CNCC(C)C)c(Br)cc1OCC(=O)NCc1ccccc1
→ i	i	i	i	i	i	i	i	18	i	-0.6
CCC(=O)NC(c1ccc(OC)cc1)c1cc(Cl)c2cccnc2c1O (stereo unspecified)
→ i	i	i	i	i	i	i	i	64	i	23*
Nc1c(C(=O)Nc2ccc3c(c2)OCCO3)nnn1Cc1cccc(Cl)c1
→ i	i	i	i	i	i	i	i	20	i	4.4
COc1ccc(/C=C2\SC(=O)N(CC(=O)Nc3cccnc3)C2=O)cc1OC
→ i	i	i	i	i	i	i	i	9	i	0.0
COc1ccc(Nc2nc(NC(C)(C)C)nc(N3CCCC3)n2)c(OC)c1
→ i	i	i	i	i	i	i	i	51	i	0.1
CCCNC(=S)N1CCC(NC(=O)c2ccc(OC)cc2)CC1
→ i	i	i	i	i	i	i	i	8	i	-0.9
S=c1[nH]nc(-c2ccco2)n1/N=C/c1ccc(Cl)cc1Cl
→ i	i	i	i	i	i	i	i	39	i	-0.3
NS(=O)(=O)c1ccc(CCNC(=O)CC(NC(=O)c2ccccc2Cl)c2ccccc2)cc1 (stereo unspecified)
→ i	i	i	i	i	i	i	i	6	i	0.0
CCOC(=O)c1c(NC(=O)OC)sc(C(=O)N(CC)CC)c1C
→ i	i	i	-4.7*	i	i	i	i	18	i	-0.3
COCCCN(C(=S)NC(=O)c1ccc(C(C)(C)C)cc1)c1c(N)n(Cc2ccccc2)c(=O)[nH]c1=O
→ i	i	i	i	i	i	i	i	16	i	1.0
COc1cc(/C=N/NC(=O)CCC(=O)Nc2ccc(F)cc2)ccc1O
→ i	i	i	i	i	i	i	i	20	i	0.5
O=C(Nc1ccccc1C(=O)O)c1cccc(C(=O)Nc2ccccc2C(=O)O)c1
→ i	i	i	i	i	i	i	i	13	i	1.2
Cn1c(=O)[nH]c(=O)c2c1nc(CN1CCN(c3cccc(Cl)c3)CC1)n2CCCc1ccccc1
→ i	i	i	i	i	i	i	i	4	i	-0.2
CON(C)c1nc(NCC(C)C)nc(OCC#N)n1
→ i	i	i	i	i	i	i	i	32	i	-1.4
Cc1nc(N(CCO)C2CCCCC2)c2nnn(Cc3ccccc3)c2n1
→ i	i	i	i	i	i	i	i	9	i	-9.1
O=C(CCC(=O)N1CCCC1)Nc1nnc(C2CCCCC2)s1
→ i	i	i	i	i	i	i	i	32	i	-0.3
CCOC(=O)c1[nH]c(C)c(CC(C)C)c1C
→ i	i	i	i	i	i	i	i	24	i	2.1
Cc1cccc(OCCNC(=O)c2ccc(Oc3ccc(C(F)(F)F)cc3[N+](=O)[O-])cc2)c1
→ i	i	i	i	i	i	i	i	20	i	-0.5
CCOC(=O)c1cccnc1SCC(=O)N(CC)c1cccc(C)c1
→ i	i	i	i	i	i	i	i	27	i	-0.3
O=C(Nc1ccncc1)C1CCC(CNS(=O)(=O)c2cccc3nsnc23)CC1 (stereo unspecified)
→ i	i	i	i	i	i	i	i	15	i	-0.5
CSc1nnc(SCC(=O)N(C)c2c(N)n(Cc3ccccc3)c(=O)[nH]c2=O)s1
→ i	i	i	i	i	i	i	i	8	i	0.1
Cc1ccc2cc(CN(c3ccc(C)c(C)c3)S(C)(=O)=O)c(=O)[nH]c2c1
→ i	i	i	i	i	i	i	i	28	i	-1.1
COc1cc(OC)cc(C(=O)NCC(=O)OCC(=O)c2cc(OC)ccc2OC)c1
→ i	i	i	i	i	i	i	i	10	i	0.1
Cc1ccc(S(=O)(=O)N2CCN(C(=O)c3ccc(Br)o3)CC2)c(C)c1
→ i	i	i	i	i	i	i	i	9	i	0.4

# (further entries)
# Each structure is followed by: TRPC4 potent	TRPC4 inh	MrgX1 agonist	MrgX1 antag	TRPC6 inh	MrgX1 PAM	TRPC4 act	TRPC6 act	AI-2 QS mod	PolyA inh	HIF activator
Cc1cccc(OCC(=O)Nc2cc(NC(=O)COc3cccc(C)c3C)cc(C(=O)O)c2)c1C
→ i	i	i	i	i	i	i	i	4	i	-0.4
NS(=O)(=O)c1ccc(-c2ccc(/C=C3\NC(=S)NC3=O)o2)cc1
→ i	i	i	i	i	i	i	i	-2	i	-0.2
O=C(NCc1ccccc1F)C1CCCN(C(=O)NC2CCCCC2)C1 (stereo unspecified)
→ i	i	i	i	i	i	i	i	23	i	-0.4
COC(=O)[C@H](CC(C)C)NCc1cccc(CN[C@@H](CC(C)C)C(=O)OC)c1
→ i	i	i	i	i	i	i	i	7	i	1.2

# Assay outcomes from PubChem BioAssay.
